# rCAG RNA binder = binders of r(CAG) RNA repeats, primary screen, biochemical, fluorescence; r(CAG) RNA repeat, TO-PRO-1 dye displacement fluorescence; inhibition, % at 3 µM; hit rate 1.3% among 370,000;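 active = inhibition above the plate cutoff, the mean of all test compounds on that plate plus 3 SD, cut at about 35% in these data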;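 also: 0% = DMSO alone and 100% = 100 µM mitoxantrone as full dye displacement; higher means more dye released from RNA so lower well fluorescence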
# PG9 binder = binders of HIV-1 gp120 antibody PG9, primary screen, biochemical, TR-FRET | HIV-1 gp120 / PG9 antibody interaction | TR-FRET gp120-PG9 antibody binding | inhibition, % at 6.7 µM | hit rate 0.43% among 360,000 | AID 624416, 2012; in the data active = inhibition above about 8.5%
# NR1D1 modulator = modulators of Rev-erb alpha DNA binding, primary screen, biochemical, FITC-DNA, fluorescence polarization, uHTS. Nuclear receptor subfamily 1 group D member 1 (Homo sapiens), P20393. Rev-erbα–FITC-DNA binding, 90 min. activity, % at 10 µM. hit rate 0.79% among 370,000. AID 1259318, 2017;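 active = activity above about 14%, limit read from the data; passing the limit was not always enough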;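 also: 0% = DMSO wells with 35 nM protein and 100% = DMSO wells with 750 nM protein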
# ABHD4 inh = ABHD4 inhibitors, primary screen, biochemical, fluorescence polarization, mouse; (Lyso)-N-acylphosphatidylethanolamine lipase (Mus musculus), Q8VD66; hit rate 0.54% among 370,000; purified mABHD4, FP-Rh probe fluorescence polarization; inhibition, % at 8.92 µM;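 active = inhibition exceeding the mean over every tested compound plus 3 SD, cut at about 30% in these data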;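 also: 0% = plate median of compound wells and 100% = S159A mutant with DMSO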
# Target sequence (Q8VD66 whole entry, looked up): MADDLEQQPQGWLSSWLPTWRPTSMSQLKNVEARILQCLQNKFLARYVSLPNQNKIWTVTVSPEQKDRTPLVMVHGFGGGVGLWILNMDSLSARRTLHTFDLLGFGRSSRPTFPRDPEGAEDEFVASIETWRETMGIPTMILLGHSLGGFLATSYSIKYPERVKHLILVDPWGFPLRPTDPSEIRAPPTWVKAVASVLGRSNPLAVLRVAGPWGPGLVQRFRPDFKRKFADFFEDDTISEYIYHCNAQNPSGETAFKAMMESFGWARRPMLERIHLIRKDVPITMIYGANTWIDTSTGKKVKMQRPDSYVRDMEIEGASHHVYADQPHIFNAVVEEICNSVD
#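 Test system: mABHD4 protein; Read-out basis: % inhibition; Incubation: 45 min + 60 min at 25 °C; Repeats: single replicate; Technique: fluorescence polarization with parallel and perpendicular emission, 525/598 nm; Compound: 8.92 µM, single dose; Benchmarks: full inhibition S159A mutant plus DMSO, zero as sample-well median.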
# LEDGF integ inh = blockers of LEDGF/p75-dependent integrase strand transfer – biochemical, TR-FRET, high throughput, primary screen. HIV-1 integrase (with human LEDGF/p75). TR-FRET IN-LEDGF/p75 DNA integration, Eu/Cy5. inhibition, % at 3.7 µM. hit rate 0.64% among 370,000. AID 743269, 2014;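 active = inhibition above the screen-wide mean plus 3 SD, cut at about 13% in these data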;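 also: signal is the Cy5 over europium emission ratio at 671 and 618 nm; 0% = plate median of compound wells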
# TCR CD3 inh = inhibitors of human TCR-CD3 interaction, primary screen, biochemical, fluorescence, TAMRA-labeled TCR probe | T-cell receptor (TCR) | inhibition, % at 9.4 µM | hit rate 0.37% among 360,000 | AID 651800, 2012; in the data active = inhibition above about 19%;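 also: recombinant mutant TCR 2C K166C tagged with TAMRA read by polarization; 0% = receptor in buffer alone and 100% = receptor with positive control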
# PRMT1 FP inh = PRMT1 methyltransferase inhibitors, primary screen, biochemical, fluorescence polarization; AID 652257, 2013; Protein arginine N-methyltransferase 1 (Homo sapiens), Q99873; hit rate 1.3% among 370,000; inhibition, % at 2.79 µM; recombinant PRMT1, activity-based probe fluorescence polarization;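 active = inhibition above about 21% made by adding two undisclosed values, limit read from the data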
# Target sequence (Q99873 whole entry, looked up): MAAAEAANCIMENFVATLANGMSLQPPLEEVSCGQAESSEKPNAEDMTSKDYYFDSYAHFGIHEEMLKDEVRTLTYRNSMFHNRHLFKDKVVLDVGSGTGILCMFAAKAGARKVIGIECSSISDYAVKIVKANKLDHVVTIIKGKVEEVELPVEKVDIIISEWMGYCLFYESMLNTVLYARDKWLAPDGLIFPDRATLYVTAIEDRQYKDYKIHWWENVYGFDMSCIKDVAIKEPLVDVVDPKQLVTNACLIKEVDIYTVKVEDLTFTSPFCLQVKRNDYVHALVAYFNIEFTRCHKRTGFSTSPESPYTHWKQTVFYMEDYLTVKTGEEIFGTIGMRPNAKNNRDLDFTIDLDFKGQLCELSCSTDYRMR
# HTRA1 inh = HTRA1 serine protease inhibitors, primary screen, biochemical, fluorescence polarization, HTS | hit rate 0.5% among 340,000 | Q92743 | inhibition, % at 5.96 µM | recombinant HTRA1, FP-rhodamine activity-based probe; in the data active = inhibition above about 36%;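 also: 0% = enzyme with DMSO and 100% = wells lacking enzyme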
# TDP2 absorb = human TDP2 enzyme inhibitors, primary screen, biochemical, epi absorbance, recombinant enzyme. Tyrosyl-DNA phosphodiesterase 2 (Homo sapiens), O95551. T5PNP hydrolysis, p-nitrophenol absorbance 415 nm. inhibition, % at 12.8 µM. hit rate 0.34% among 370,000;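 active = inhibition above the mean of all tested compounds plus 3 SD, set per campaign, cut at about 25% in these data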;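 also: 0% = DMSO with enzyme and 100% = buffer with substrate but no TDP2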
# Target sequence (O95551 whole entry, looked up): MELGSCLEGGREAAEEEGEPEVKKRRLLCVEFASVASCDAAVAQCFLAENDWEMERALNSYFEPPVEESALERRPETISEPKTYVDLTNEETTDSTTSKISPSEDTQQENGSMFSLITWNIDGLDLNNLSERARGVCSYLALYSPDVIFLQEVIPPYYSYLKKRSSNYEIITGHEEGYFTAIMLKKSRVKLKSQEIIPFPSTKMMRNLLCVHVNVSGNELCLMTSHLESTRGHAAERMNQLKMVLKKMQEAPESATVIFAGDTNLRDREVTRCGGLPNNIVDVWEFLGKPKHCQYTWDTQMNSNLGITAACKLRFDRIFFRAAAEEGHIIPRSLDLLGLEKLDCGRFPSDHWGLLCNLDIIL
#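 Incubation: 2 h at 37 °C; Test system: recombinant human TDP2; Quantity: enzyme 120 nM; Read-out basis: percent inhibition; Medium: 50 mM Tris-HCl pH 7.5 with Mg2+, KCl, DTT, BSA; Repeats: single replicate; Compound: 12.8 µM single point, 1% DMSO; Signal: epi absorbance; Reagent: 5 mM T5PNP chromogenic substrate; Benchmarks: no-enzyme high, DMSO-plus-enzyme low.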
# SIAE inh = human SIAE inhibitors, primary screen, biochemical, fluorescence polarization, FP-Rh probe, 1536-well HTS; SIAE FP-Rh probe binding; hit rate 0.69% among 370,000; inhibition, % at 9.66 µM; AID 1053197, 2014;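 active = inhibition above a cutoff: mean of compounds within the control limits plus 3 SD of those, cut at about 17% in these data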;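 also: 0% = plate median of compound wells and 100% = probe without SIAE protein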
# Active calls of the source: *; . = no result given. Only part of the results is shown; the hit share may differ from the screen's.
SMILES,rCAG RNA binder,PG9 binder,NR1D1 modulator,ABHD4 inh,LEDGF integ inh,TCR CD3 inh,PRMT1 FP inh,HTRA1 inh,TDP2 absorb,SIAE inh
O=C(Nc1ccccc1)C1=C[C@@H](c2ccccc2)C[C@@H](OCc2ccc(CO)cc2)O1,-3,-1.4,-1,-30,2,1,-1,-52,6,-5
COc1cc(/C=C(\NC(C)=O)C(=O)Nc2cccc(O)c2)ccc1OC(C)=O,4,-1.4,-2,-11,-1,7,2,5,9,2
O=C(OCc1cccc([N+](=O)[O-])c1)c1cc2ccccc2oc1=O,-1,1.1,7,0,0,2,1,8,-11,-5
COc1ccc(C(=O)Nc2cccc3cccnc23)cc1OC,-1,-0.4,-1,-2,1,-2,7,-13,8,-12
CC(=O)Nc1ccc(CN2C(=O)C(Cc3ccccc3)ON=C2c2cccc(F)c2)cc1 (configuration not stated),1,-0.7,2,4,-3,-5,2,.,0,-1
CC(=O)Nc1ccc(NC(=O)c2ccc3sc([C@H]4C[C@H](O)[C@@H](CO)O4)nc3c2)cc1,3,-1.3,-6,-2,1,-1,0,.,1,-1
Cc1ccc(OC(C)C(=O)Nc2ccc3c(c2)n(C)c(=O)n3C)c(C)c1 (configuration not stated),-2,1.2,-4,9,0,6,-2,-4,-7,4
O=S1(=O)CCC(NC(=S)NCCNC(=S)NC2CCS(=O)(=O)C2)C1 (configuration not stated),1,-0.7,-4,4,3,0,0,3,12,-2
CC(=O)c1c(C)[nH]c(C(=O)CN2C(=O)NC(C)(CCC(C)C)C2=O)c1C (configuration not stated),-1,-2.3,4,-7,9,-3,-4,-2,-3,-6
CCC(CC)C(=O)Nc1nnc(S(=O)(=O)N2c3ccccc3CC2C)s1 (configuration not stated),8,-0.2,-12,-4,-3,3,3,-11,1,-1
COc1ccc(NS(=O)(=O)c2cccc(-c3nnc4n3CCCCC4)c2)cc1,2,1.5,-7,-5,1,4,-1,-3,-14,-7
CN1CCN(S(=O)(=O)c2cccc(C(=O)Nc3ccccc3N3CCCCC3)c2)CC1,-1,0.3,3,7,-10,-1,4,-6,-1,1
O=C(Nc1ccccc1F)C1CCN(C(=O)Cc2ccccc2)CC1,0,-2.1,3,5,-2,3,1,-3,5,8
CC(=O)c1cccc(NC(=O)Nc2ccc(C(=O)N3CCCC3)cc2)c1,-5,-1.9,0,3,-1,4,-1,-2,-2,5
O=C(COC(=O)C12CC3CC(CC(C3)C1)C2)Nc1nc2c(F)c(F)c(F)cc2s1,5,-1.4,-1,-7,-1,8,0,-9,-1,-2
O=C(Cc1nc2ccccc2[nH]1)c1ccc(Br)cc1,4,0.1,2,-4,3,0,0,-13,0,-8
O=C(NC1CCN(c2ncccn2)CC1)c1c(F)cccc1F,-2,-1.4,-4,2,-3,-1,3,9,-18,-4
COc1ccc(N2C(=S)N=C(Nc3cccc(C)c3)C23CCCCC3)cc1,-3,-1.4,-1,-2,2,3,-2,0,6,4
CCN(CC)CCN(C(=O)C1=COCCO1)c1nc2cc(C)cc(C)c2s1,-6,-4.3,2,10,0,5,-1,-7,-3,-2
FC(F)(F)c1ccccc1Cc1c(-c2ccccc2)nc2ccc(Cl)cn12,17,-2.6,16,18,-1,-3,2,.,6,-2
COC(=O)c1ccc(N2CCN(C(=O)c3ccccc3)CC2)c(NC(C)=O)c1,-3,0.8,1,3,1,-7,5,1,1,-1
CC(C)C[C@H]1CNC(=S)N1C[C@H]1CCCN1C[C@H](Cc1ccc(O)cc1)N1C[C@H](Cc2ccc(O)cc2)N(CC2CCCCC2)C1=S,8,1.8,1,-3,3,6,1,.,1,-11
COc1ccc(Nc2nc3ccc(C)cc3cc2C#N)c(OC)c1,7,0.2,-1,1,7,-9,-1,7,-13,6
Cc1ccc(OCCC(=O)OCC(=O)NC2CCS(=O)(=O)C2)cc1 (configuration not stated),-4,-1.1,-2,-1,-5,-5,-5,0,0,11
COc1ccc(C)cc1S(=O)(=O)Nc1cc2c3c(c1)CCC(=O)N3CCC2,0,-1.1,3,5,4,0,1,-2,-7,0
O=C(Nc1ccc2nc3n(c(=O)c2c1)CCCC3)c1cccc(F)c1,-1,0.7,-1,3,4,3,3,-13,4,1
O=C(Nc1ccnn1C1CCN(Cc2ccccn2)CC1)c1cccc(F)c1,2,-2.0,-8,-11,5,-6,-3,6,-14,4
Cc1ccc(S(=O)(=O)NCC(=O)NCC(=O)NCCc2ccccc2F)cc1C,-2,0.2,-1,-2,5,3,-3,-7,-2,2
Cc1cc(N2CCN(C)CC2)nc(N2CCOCC2)n1,-1,-0.4,-3,1,0,1,-3,1,3,0
CC(C)CC(OC(=O)c1cccs1)C(=O)NCc1ccco1 (configuration not stated),4,1.2,-3,-8,3,4,2,-35,0,-2
CCOC(=O)CN(C(=O)COC(=O)C1=NNC(=O)CC1)c1ccc(F)cc1,0,0.9,5,3,3,-4,-2,-4,6,1
NC(=O)c1ccsc1NC(=O)COC(=O)CNC(=O)c1ccc(Cl)cc1,2,3.6,-2,-3,1,-2,-2,-2,8,-1
COc1ccc(NC(=O)CCS(=O)(=O)c2ccc(Cl)cc2)cc1,-2,-1.3,2,0,6,-1,-1,-3,-11,-5
O=C(OCCOc1ccccc1)c1cc(S(=O)(=O)N2CCOCC2)c(Cl)cc1Cl,5,0.9,5,11,1,3,4,0,2,0
O=C(OCCOc1ccccc1)c1cc(S(=O)(=O)N2CCOCC2)ccc1Cl,0,-0.8,8,6,2,7,-7,-3,-4,-2
CCOC(=O)[C@]12CCC=C1N(Cc1ccccc1)C(=O)[C@H](CC(=O)NCCCN1CCCC1=O)C2,0,-0.5,8,6,0,-1,8,.,6,1
O=C(Nc1cc(Cl)ccc1-n1cncn1)c1cc(F)cc(F)c1,-4,-0.6,-8,-4,-2,14,0,-2,-4,-2
N#CCCN(Cc1cccnc1)C(=O)Nc1ccc(Cl)c(Cl)c1,-2,-0.9,-3,-7,1,-5,0,2,9,-3
CSc1cccc(NC(=O)Cn2cccc2)c1,8,1.2,0,4,-1,-8,7,-2,4,-5
Cc1nc(-c2ccccc2)nc2sc(C(=O)c3ccc(F)cc3)c(N)c12,-2,0.2,-3,6,-1,-9,5,-5,-2,-5

# Results in HTRA1 inh, for 2 of the compounds above:
SMILES | HTRA1 inh
O=C(COC(=O)C12CC3CC(CC(C3)C1)C2)Nc1nc2c(F)c(F)c(F)cc2s1 | -9
COc1ccc(C)cc1S(=O)(=O)Nc1cc2c3c(c1)CCC(=O)N3CCC2 | -2

# Additional structures follow:
SMILES,rCAG RNA binder,PG9 binder,NR1D1 modulator,ABHD4 inh,LEDGF integ inh,TCR CD3 inh,PRMT1 FP inh,HTRA1 inh,TDP2 absorb,SIAE inh
CCN1CCCC1CNC(=O)c1cc2c(=O)n(C)c3ccccc3c2n1C (configuration not stated),11,-1.1,-22,-3,-1,-5,7,2,-1,0
COc1ccccc1N(C)S(=O)(=O)c1ccc(C(=O)N(C)Cc2ccc(OC(F)F)cc2)cc1,-4,-0.3,1,-5,-1,-3,1,-15,-4,-2
O=C(C1=C(O)C(=O)N(CCN2CCOCC2)C1c1ccccc1)c1cccs1 (configuration not stated),0,1.9,4,4,-1,9,-1,2,-5,3
O=C(O)c1ccccc1C(=O)Nc1ccccc1[N+](=O)[O-],-1,-1.2,-4,-8,7,-6,5,0,-4,-4
O=C(NCc1ccccc1)c1ccc(-c2ccc(F)c(F)c2)c2ccoc12,3,-0.1,-2,-10,3,1,3,.,11,-10
Cc1c(C(=O)OCC(=O)N(C)c2ccccc2)cccc1[N+](=O)[O-],-7,-0.9,-1,1,-2,-1,-1,2,-14,-4
CC(NC(=O)c1noc2c1CCCC2)c1ccccc1 (configuration not stated),2,-1.1,3,-3,-1,1,-4,-6,4,13
COc1ccc(C(=O)Nc2ccc(C(=O)Nc3cccnc3)cc2)cc1,-2,0.8,26*,-4,1,4,1,15,-5,-6
Cc1ccc(S(=O)(=O)Cc2ccc(C(=O)N3CCc4ccccc4C3)o2)cc1,12,0.1,-16,11,6,9,5,-6,14,5
CCOc1ccc(NC(=O)CN2C(=O)c3ccccc3C2=O)cc1,-1,-1.1,3,3,-2,4,1,2,-5,-5
CSc1ccc(CNc2ccc(C)cc2)cc1,-3,0.1,-1,-6,-1,5,-1,5,-8,7
Cc1cccc(C(=O)Nc2ccn(C)n2)c1,1,-0.5,-7,7,0,2,2,2,-8,2
CC(=O)Nc1sc2c(c1C#N)CCC(C)C2 (configuration not stated),2,-0.2,3,-3,-4,-4,0,4,9,0
Cc1ccc(-c2csc(N3CCN(CCCn4c(C(F)(F)F)nc5ccccc54)CC3)n2)cc1,4,0.8,-1,-6,1,-1,0,-18,-2,3
C=CCNc1nc(NCc2ccc(NC(C)=O)cc2)c2sc(-c3ccccc3)cc2n1,5,-0.6,65*,25,-7,0,-3,.,1,39*
Cc1ccsc1C=C1C(=O)c2ccccc2C1=O,7,-2.7,-1,-6,5,-7,7,-19,2,4
Cc1cc(C)cc(Oc2nc(C(F)(F)F)nc3ccccc23)c1,-5,-0.8,3,-5,-4,-7,2,3,-1,-4
CCOC(=O)c1c(NC2=NS(=O)(=O)c3ccccc32)sc2c1CCCCC2,0,0.6,1,-2,0,2,-4,0,5,-1
O=C(O)c1ccc(-n2c(-c3cc(-c4ccco4)[nH]n3)n[nH]c2=S)cc1,16,-1.6,-2,25,53*,17,49*,5,12,-4
CCCCOCCCNC(=O)C[C@@H]1C[C@@]2(C(=O)OCC)CCC=C2N(Cc2cccc3ccccc23)C1=O,6,-0.6,-4,-13,-2,7,2,.,4,-1
Cn1sc(NC(=O)c2ccccc2)nc1=O,1,0.4,0,2,-2,9,-2,8,1,1
CN1C(=O)c2cc(NC(=O)Nc3ccc(F)c(F)c3)ccc2OC[C@H]2O[C@@H](CC(=O)O)CC[C@H]21,3,.,0,3,-2,.,0,.,0,8
CN(C)S(=O)(=O)n1cnc([C@@H]2[C@@H]3C(=O)OC[C@@H]3C[C@]23N=CN(Cc2ccccc2)C3=O)c1,-1,-0.7,-5,4,2,2,-3,6,1,-2
Cc1ccnc(N=O)c1,3,1.2,5,12,-3,1,45*,7,6,7

# Compound activity from PubChem BioAssay.
